High-throughput results: PubChem BioAssay, Sanford-Burnham Center for Chemical Genomics
UBC13 polyUb: blocks human UBC13 polyubiquitin chain formation; AID 485273; P61088; TR-FRET; inhibition, % at 20 µM; 330,000 compounds, 0.47% hits; in the data active = inhibition above about 45%, passing the limit was not always enough
Target sequence (P61088 whole entry, looked up): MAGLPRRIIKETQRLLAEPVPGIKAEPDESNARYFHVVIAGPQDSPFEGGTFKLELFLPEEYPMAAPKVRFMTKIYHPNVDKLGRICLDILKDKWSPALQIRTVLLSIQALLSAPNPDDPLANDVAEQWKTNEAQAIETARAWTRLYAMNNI
HKDC1 inh: inhibitors of human hexokinase HKDC1; recombinant HKDC1, G6PDH/diaphorase resazurin coupled fluorescence; Q2TB90; 340,000 compounds, 0.16% hits; AID 493160; inhibition, % at 20 µM;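 active = inhibition above about 35% when tested at 20 µM, limit read from the data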;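 note: plate controls were DMSO wells with enzyme for no effect and DMSO wells lacking enzyme for full effect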
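Assay system: recombinant HKDC1 hexokinase; detection: coupled resazurin fluorescence, excitation 525 nm, emission 613 nm; benchmarks: DMSO-plus-enzyme-mix negative control, buffer-substituted positive control; compound dosing: single 20 µM dose; schedule: 90 min at room temperature in dark; also added: glucose plus 1 mM ATP as hexokinase substrates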
Apaf-1 inh: human Apaf-1 inhibition; O14727; reconstituted apoptosome caspase-3 activity, DEVD-Rh110 fluorescence; inhibition, % at 20 µM; 330,000 compounds, 0.71% hits; AID 489030; active = inhibition of at least 40% at 20 µM;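 note: plate controls were DMSO wells for no effect and DEVD-CHO caspase inhibitor wells for full effect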
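detection = Rh110 fluorescence intensity | test system = biochemical Apaf-1 apoptosome reconstitution | also added = cytochrome c and DEVD-Rh110 substrate | schedule = 30 min plus 50 min, RT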
SENP8 block: SENP8 protease inhibition; purified SENP8, Z-RLRGG-aminoluciferin cleavage, luminescence; Q96LD8; 330,000 compounds, 1.2% hits; AID 2540; inhibition, % at 10 µM
Target sequence (Q96LD8 whole entry, looked up): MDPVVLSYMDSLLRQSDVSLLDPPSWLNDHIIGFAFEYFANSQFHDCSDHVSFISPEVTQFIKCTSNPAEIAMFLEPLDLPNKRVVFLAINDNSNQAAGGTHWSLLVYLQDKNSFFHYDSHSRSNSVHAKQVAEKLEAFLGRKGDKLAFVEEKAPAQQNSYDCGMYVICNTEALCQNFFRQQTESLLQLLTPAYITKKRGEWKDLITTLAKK
Gli-Sufu block: antagonists of Gli-Sufu signaling; AID 588413; Sufu-KO-LIGHT fibroblasts, Gli luciferase reporter luminescence; inhibition, % at 5 µM; 340,000 compounds, 0.74% hits;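 active = inhibition above about 55%, limit read from the data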;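 note: 0% = DMSO-treated cells and 100% = wells with medium but no cells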
Jurkat NFkB inh: lowers PMA/ionomycin-induced NF-kB signal in Jurkat cells. PMA/ionomycin-induced NF-kB luciferase reporter, luminescence. inhibition, % at 4 µM. 330,000 compounds, 0.53% hits. AID 435003
697 NFkB inh: inhibitors of the PMA/ionomycin-induced NF-kB reporter in 697 B cells; 697 B-cell NF-kB luciferase reporter, 16 h; inhibition, % at 4 µM; 330,000 compounds, 0.33% hits; in the data active = inhibition above about 35%
SENP7 block: SENP7 protease inhibition; recombinant SENP7, Z-RLRGG-aminoluciferin luminescence, 40 min; inhibition, % at 5 µM; 330,000 compounds, 1.5% hits; AID 434973;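 active = inhibition above about 50% at the single test dose, limit read from the data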;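 note: plate controls were DMSO with enzyme for no effect and no enzyme buffer wells for full effect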
Target sequence (Q9BQF6 706-1050 limits assumed): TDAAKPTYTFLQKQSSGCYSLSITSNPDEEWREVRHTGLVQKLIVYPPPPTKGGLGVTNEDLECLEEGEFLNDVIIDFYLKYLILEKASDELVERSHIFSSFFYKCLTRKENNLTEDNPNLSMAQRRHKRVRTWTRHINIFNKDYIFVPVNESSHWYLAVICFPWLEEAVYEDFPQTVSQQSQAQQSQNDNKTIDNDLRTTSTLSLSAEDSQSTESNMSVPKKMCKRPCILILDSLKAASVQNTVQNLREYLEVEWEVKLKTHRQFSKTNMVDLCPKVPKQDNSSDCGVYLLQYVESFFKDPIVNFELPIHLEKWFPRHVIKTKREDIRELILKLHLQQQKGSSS
* = called active by the depositor; . = not tested or not shown. Cut-off read from the data, not from the text of the source, unless noted: active = inhibition above about 50%; inactive = the rest.

nr	structure	UBC13 polyUb	HKDC1 inh	Apaf-1 inh	SENP8 block	Gli-Sufu block	Jurkat NFkB inh	697 NFkB inh	SENP7 block
1	CCCCn1c(-c2ccccc2C)nc2cc3[nH]c(=O)c(C(C)C)nc3cc21	20	7	33	-8	-5	8	16	2
2	O=[N+]([O-])c1ccc(NC(=S)N2CCN(c3ccccc3)CC2)cc1	8	-4	-6	-3	-1	6	2	1
3	Cc1cc(C)nc(SCC(=O)OCC(=O)N(C)c2c(N)n(Cc3ccccc3)c(=O)[nH]c2=O)n1	-2	-6	1	-4	-6	6	4	-3
4	COc1ccc(-n2ccn(CC(=O)Nc3ccccc3OC)c(=O)c2=O)cc1	-6	-4	9	-7	-15	4	-5	-9
5	CC(=O)NCCC(=O)Nc1cc(S(=O)(=O)N2CCOCC2)ccc1N1CCCC1	10	-4	-5	15	-5	12	1	4
6	OC(COc1ccc(Cl)cc1Cl)CN1CCc2ccccc2C1 (configuration not stated)	13	0	15	-18	18	-7	-4	-8
7	Cc1cccc(/C=N/n2c(COc3ccccc3)n[nH]c2=S)c1	1	2	7	-4	9	0	0	3
8	C#Cc1ccc([C@H]2C=C(C(=O)N3CCN(Cc4ccccc4)CC3)O[C@@H](OCc3ccc(CO)cc3)C2)cc1	-29	6	18	-17	5	-6	-22	8

Continued:
nr	structure	UBC13 polyUb	HKDC1 inh	Apaf-1 inh	SENP8 block	Gli-Sufu block	Jurkat NFkB inh	697 NFkB inh	SENP7 block
9	O=C(CSc1ncn[nH]1)Nc1ccc(S(=O)(=O)Nc2ncccn2)cc1	-3	3	-2	3	7	-1	35	11
10	COc1ccccc1/C=C/C1=NC(=C\C=C/c2ccccc2)/C(=O)O1	-24	19	7	-2	1	-1	6	0
11	O=C(Nc1ccc(N2CCN(C(=O)c3ccco3)CC2)cc1)c1cccs1	-2	-4	11	-2	-8	-5	-13	-4
12	Nc1ccc(C(=O)N/N=C/c2ccccc2)cc1	-14	-3	2	-3	-53	-19	0	7
13	Cc1cc(C)cc(N(C(=O)c2snc(C(N)=O)c2N)C(C(=O)NCC2CCCO2)c2cccs2)c1 (configuration not stated)	66*	-1	20	-3	4	-8	26	5
14	CCCCn1c(N)c(N(CCOC)C(=O)c2ccc(Br)o2)c(=O)[nH]c1=O	-6	5	4	0	4	6	-19	-7
15	CCOc1ccccc1NC(=O)CCC(=O)Nc1ccc2nc(N3CCN(C)CC3)cc(C)c2c1	29	1	9	-14	-10	-7	6	0
16	CN(C)S(=O)(=O)c1cc(NC(=O)CN2C(=O)NC3(CCCc4ccccc43)C2=O)ccc1Cl (configuration not stated)	1	-5	12	-6	5	1	4	-14

Following part
nr	structure	UBC13 polyUb	HKDC1 inh	Apaf-1 inh	SENP8 block	Gli-Sufu block	Jurkat NFkB inh	697 NFkB inh	SENP7 block
17	CC1=C2C3OC(=O)C(C)[C@@H]3CC[C@](C)(O)C2C2C3C4C5(C12)[C@H]1OC(=O)[C@@H](C)C1CC[C@]4(C)O[C@]5(C)[C@@H]3O (some centres not stated)	5	-10	-8	-2	-5	9	3	-2
18	Cc1ccc(NC(=O)c2cc(C)nc3ccccc23)c(C)c1	-8	-5	-17	-8	3	-6	-7	11
19	Cn1c(=O)c(C(=O)NC2CCCCCCC2)c(O)c2ccccc21	4	-12	-2	-2	-39	-63	-85	-1
20	c1ccc(CNCCC(Cc2ccccc2)c2ccco2)cc1 (configuration not stated)	20	2	2	-5	8	22	6	4
21	Cc1cc(NC(=O)CCC(=O)N(Cc2ccco2)C(C(=O)NC2CCCC2)c2ccccc2C)no1 (configuration not stated)	7	2	4	-5	-2	1	-23	-5
22	COc1ccc(/C=C2\OC(=S)N(C)C2=O)cc1	-9	-1	3	-8	-4	5	-3	-5
23	CCS(=O)(=O)Nc1c(C)n(C)n(-c2ccccc2)c1=O	-11	-6	-5	1	6	12	10	4
24	CCn1c(SCC(=O)N(C)c2c(N)n(Cc3ccccc3)c(=O)[nH]c2=O)nc2ccccc21	13	-3	-15	-1	6	8	-3	6

(more compounds)
nr	structure	UBC13 polyUb	HKDC1 inh	Apaf-1 inh	SENP8 block	Gli-Sufu block	Jurkat NFkB inh	697 NFkB inh	SENP7 block
25	COC(=O)[C@H](Cc1ccc(O)cc1)NC(=O)Cn1cnc2c(SC)nc(N)nc21	11	-9	-11	-2	-4	2	1	-5
26	COc1ccccc1NC(=O)CSc1nc2ccccc2c(=O)n1C	-5	-4	10	-1	49	-6	-50	-13
27	Cn1cc([N+](=O)[O-])c(C(=O)Nc2cc(Oc3cccnc3)cc([N+](=O)[O-])c2)n1	6	1	-2	1	5	38	29	0
28	C#CCN1C=C(C(=O)OCC)C(C)N(Cc2ccccc2I)S1(=O)=O (configuration not stated)	.	3	16	.	6	.	-11	6
29	COc1ccccc1N1CCN(C(=O)c2cc3c(s2)-c2ccccc2OC3)CC1	11	4	14	6	1	4	3	-3
30	CCC(Cc1ccccc1)n1c(=S)[nH]c2ccccc2c1=O (configuration not stated)	22	0	5	-2	4	6	6	-1
31	COc1cc(OC)c(NC2=NCCCCC2)cc1Cl	-5	-2	0	-6	31	-6	1	-3
32	O=C(CSc1nnc2ccccn12)NCc1ccco1	15	-12	-4	2	1	12	18	3

(list continues)
nr	structure	UBC13 polyUb	HKDC1 inh	Apaf-1 inh	SENP8 block	Gli-Sufu block	Jurkat NFkB inh	697 NFkB inh	SENP7 block
33	COCCNC(=O)c1ccc(C)c(S(=O)(=O)Nc2ccc(C)cc2)c1	2	-11	0	2	3	-7	10	6
34	CC(=O)Nc1ccc2c(c1)OCO2	4	-2	-2	-1	-14	9	21	-4
35	COc1ccc(CNCC(O)(c2ccc(F)cc2)c2ccc(F)cc2)cc1	13	-4	8	-6	31	2	15	3
36	Cc1ccc2c(c1)CCCN2S(=O)(=O)c1cccc(C(=O)Nc2ccccc2C(=O)O)c1	-19	.	4	-6	.	0	-95	3
37	CC(C)c1nc(N2CCN(C(=O)c3ccco3)CC2)c(C#N)c2c1COC(C)(C)C2	13	0	19	-5	17	-3	17	6
38	O=C(N/N=C/c1ccccc1)NC1CCCCC1	-9	-1	16	-9	-22	-39	-63	-5
39	COc1ccc(NS(=O)(=O)c2cccc(C(=O)N/N=C/c3cn(-c4ccccc4)nc3-c3ccc(OC)cc3)c2)cc1	2	1	-45	-2	-42	-36	-23	-2
40	Clc1ncn(C23CC4CC(CC(C4)C2)C3)n1	-5	-2	2	7	2	-4	-13	1

New compounds follow
nr	structure	UBC13 polyUb	HKDC1 inh	Apaf-1 inh	SENP8 block	Gli-Sufu block	Jurkat NFkB inh	697 NFkB inh	SENP7 block
41	Cc1nc(SCc2ccc(O)c([N+](=O)[O-])c2)c([N+](=O)[O-])[nH]1	-18	-6	-18	-21	6	11	11	-5
42	COC(=O)c1ccccc1OCC(=O)N1CCN(c2ccc(OC)cc2)CC1	-4	-2	18	-5	2	-1	-19	-2
43	C/C(=N\NC(=O)Cn1cc([N+](=O)[O-])cn1)c1ccco1	-1	-4	-4	8	2	-16	-2	1
44	O=C(Cn1cnc2ccc(Br)cc2c1=O)c1cccs1	1	3	-2	0	9	22	28	12
45	COCCCNC(=O)C1=CCN(S(=O)(=O)c2ccc(OC)cc2)CC1	-1	-6	-2	-7	-4	6	-3	16
46	CCCCCCCNC(=O)C1(CC2CC(c3ccc(Cl)cc3)=NO2)CCNCC1 (configuration not stated)	83*	6	41*	-11	22	21	-25	-3
47	CNC(=O)c1c(NC(=O)C2=COCCO2)sc(C)c1C	-13	-11	10	-7	1	1	-15	-5
48	CCOC(=O)/C(N=Nc1sc(C(=O)OC)c(C)c1C(=O)OCC)=C(\O)CCl	-10	13	1	-4	-1	-16	-3	0

In a second layout: 2 of the compounds above
17) CC1=C2C3OC(=O)C(C)[C@@H]3CC[C@](C)(O)C2C2C3C4C5(C12)[C@H]1OC(=O)[C@@H](C)C1CC[C@]4(C)O[C@]5(C)[C@@H]3O (some centres not stated)
18) Cc1ccc(NC(=O)c2cc(C)nc3ccccc23)c(C)c1
compound no.,17,18
UBC13 polyUb,5,-8
HKDC1 inh,-10,-5
Apaf-1 inh,-8,-17
SENP8 block,-2,-8
Gli-Sufu block,-5,3
Jurkat NFkB inh,9,-6
697 NFkB inh,3,-7
SENP7 block,-2,11

Further compounds follow.
nr	structure	UBC13 polyUb	HKDC1 inh	Apaf-1 inh	SENP8 block	Gli-Sufu block	Jurkat NFkB inh	697 NFkB inh	SENP7 block
49	COC(=O)c1ccc(C(=O)OC)c(NC(=O)CSc2ccccn2)c1	-2	8	5	-4	-1	-30	9	-2
50	COc1ccc(C(C(=O)Nc2ccc(C(C)C)cc2)N(Cc2ccco2)C(=O)CC2NC(=O)NC2=O)cc1 (configuration not stated)	-23	7	22	-1	-17	-8	3	-9
51	CCS(=O)CCSc1nc2ccccc2s1 (configuration not stated)	8	-2	3	5	7	3	2	5
52	CC1(C)CC(=O)c2c(nn(-c3ccccc3)c2-c2ccncc2)C1	-11	9	-6	-8	4	-2	10	-12
53	CCOC(=O)NN1C(=O)c2ccccc2NC1C (configuration not stated)	12	-5	-5	5	0	0	-40	3
54	CC(Sc1ncccn1)C(=O)NNC(=O)c1cccc(Cl)c1 (configuration not stated)	-3	1	-7	-8	-6	1	-12	-3

Among those listed so far, these contain a Cl atom:
nr	structure	UBC13 polyUb	HKDC1 inh	Apaf-1 inh	SENP8 block	Gli-Sufu block	Jurkat NFkB inh	697 NFkB inh	SENP7 block
6	OC(COc1ccc(Cl)cc1Cl)CN1CCc2ccccc2C1 (configuration not stated)	13	0	15	-18	18	-7	-4	-8
16	CN(C)S(=O)(=O)c1cc(NC(=O)CN2C(=O)NC3(CCCc4ccccc43)C2=O)ccc1Cl (configuration not stated)	1	-5	12	-6	5	1	4	-14
31	COc1cc(OC)c(NC2=NCCCCC2)cc1Cl	-5	-2	0	-6	31	-6	1	-3
40	Clc1ncn(C23CC4CC(CC(C4)C2)C3)n1	-5	-2	2	7	2	-4	-13	1
46	CCCCCCCNC(=O)C1(CC2CC(c3ccc(Cl)cc3)=NO2)CCNCC1 (configuration not stated)	83*	6	41*	-11	22	21	-25	-3
48	CCOC(=O)/C(N=Nc1sc(C(=O)OC)c(C)c1C(=O)OCC)=C(\O)CCl	-10	13	1	-4	-1	-16	-3	0
54	CC(Sc1ncccn1)C(=O)NNC(=O)c1cccc(Cl)c1 (configuration not stated)	-3	1	-7	-8	-6	1	-12	-3
